# IL1B secr inh – inflammasome signaling inhibition, IL-1 beta readout; THP-1 LPS/ATP IL-1B secretion, AlphaLISA, 16 h; active compounds read low; activity change, % at 57.5 µM; 360,000 compounds, 4.7% hits; in the data active = activity change below about -50%; inconclusive = mostly about -30% to -49%; note: % is set by controls: 0 for no effect and ±100 for the full control effect
#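 THP-1 cells pretreated 1 hr with compounds (up to 57.5 uM final), then stimulated with LPS (250 ng/mL final) plus ATP (1.25 mM final); secreted IL-1B measured by AlphaLISA after 16 hr, decreased signal indicating inhibition.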
# MCF10A rereplic – induces DNA re-replication in MCF 10a normal breast cells; Potency, µM (series often up to 46.1 µM), without a hit: at the top dose activity, positive = re-replication, usual class: activators; MCF 10A DNA re-replication, Hoechst nuclear intensity, 48 h; 350,000 compounds, 2.9% hits; note: potency is the fitted concentration of half-maximal effect; % of control where 0% means no effect; nearly all actives have a fitted effect of over 50% in size
# HT1080NT lethal – kills 2HG-producing HT-1080-NT fibrosarcoma cells; Potency, µM (highest dose often 46.1 µM), inactives show at the highest dose activity, negative = less viability, actives largely listed as cytotoxic; 360,000 compounds, 1.6% hits; HT-1080-NT fibrosarcoma viability, CellTiter-Glo ATP luminescence, 48 h;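 note: NT is the 2HG producing partner of a matched IDH1 knockdown line; potency is the fitted concentration of half-maximal effect; 0% = DMSO-treated cells and -100% = media-only wells without cells; nearly all actives have a fitted effect of over 55% in size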
#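 HT-1080-NT; 750 cells/well; 5% FBS RPMI; 48 h compound, 37 degrees C; CellTiter-Glo luminescence; curve fitting and curve-class assignment.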
# S2 tox – cell viability loss in ATXN counter-screen; S2 cells (HEK-293 line with an ATXN2-luciferase reporter) viability, CellTiter-Fluor protease fluorescence, 24 h; Potency, µM (titrated, usually from 56.7 µM), actives largely listed as cytotoxic; 400,000 compounds, 0.49% hits; AID 651635; note: potency is the fitted concentration of half-maximal effect; nearly all actives have a fitted effect of over 40% in size
# KB-V1 MDR tox – KB-V1 MDR subline cytotoxicity; KB-V1 MDR cells viability, CellTiter-Glo, 72 h; Potency, µM (series often up to 46.1 µM), inactives show top-dose activity change, negative = cytotoxicity, hits mostly cytotoxic; 400,000 compounds, 3.4% hits; note: potency is the fitted concentration of half-maximal effect; % is set by controls: 0 for no effect and ±100 for the full control effect; nearly all actives have a fitted effect of over 60% in size
#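 Potencies derive from concentration-effect curves fitted to normalized luminescence (CellTiter-Glo) of KB-V1 cells treated for 72 h at 37 degrees C in phenol-red-free DMEM containing 10% FBS.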
# SW480 rerep – DNA re-replication induction in SW480 cells | AID 624297 | Potency, µM (top dose mostly 46.1 µM), for inactives: at the highest dose re-replication activation, actives largely listed as activators | 340,000 compounds, 1.8% hits | SW480 DNA re-replication, Hoechst DNA content imaging, 48 h; note: potency is the fitted concentration of half-maximal effect; % of control where 0% means no effect; nearly all actives have a fitted effect of over 55% in size
#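 Readout is total intensity of Hoechst-stained nuclei, excited at 405 nm and collected at 500-530 nm. Compound treatment lasted 48 hr at 37 C in 5% CO2 before staining.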
# HT1080 IDH1KD tx – toxicity to HT-1080 IDH1 knockdown cells (counter line); 360,000 compounds, 2% hits; AID 686971; Potency, µM (titrated, usually from 46.1 µM), inactives show at the highest dose activity, negative = toxicity, most hits filed as cytotoxic; HT-1080 IDH1 knockdown viability, ATP luminescence, 48 h;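 note: potency is the fitted concentration of half-maximal effect; 0% = DMSO wells and -100% = cell-free medium wells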
#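 After a 2 h attachment period, IDH1KD HT-1080 cells took pin-transferred compound for 48 h at 37 °C; ATP-based luminescence after 10 min room-temperature reagent incubation reported viability.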
# KB-3-1 tox – KB-3-1 parental cell cytotoxicity; Potency, µM (highest dose often 46.1 µM), without a hit: at the top dose activity change, negative = cytotoxic, hits mostly cytotoxic; KB-3-1 viability, CellTiter-Glo ATP luminescence, 72 h; 400,000 compounds, 1.4% hits; note: potency is the fitted concentration of half-maximal effect; % is set by controls: 0 for no effect and ±100 for the full control effect; nearly all actives have a fitted effect of over 60% in size
#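 Here the drug-naive KB-3-1 line serves as comparator for MDR sub-line selectivity; cells received compound titrations, 72 h at 37 °C, then CellTiter-Glo readout.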
# ATXN2 expr inh – ATXN2 expression inhibition | HEK-293 ATXN2-luciferase reporter, luminescence, 24 h | Potency, µM (top dose mostly 57 µM), for inactives: at the top dose activity change, negative = inhibition, hits mostly inhibitors | 360,000 compounds, 0.72% hits | AID 1745845; note: potency is the fitted concentration of half-maximal effect; % is set by controls: 0 for no effect and ±100 for the full control effect; nearly all actives have a fitted effect of over 55% in size
#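 qHTS (up to 57 uM final) was run with 24 h compound exposure of reporter cells at 37 °C. Each well was multiplexed: SteadyGlo luminescence measured ATXN2-luciferase expression after a fluorogenic Gly-Phe-AFC viability readout (25 uM final).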
# The depositor's hits bear a star; i = inactive; u = inconclusive; x = not tested or not shown; & = joins results of further samples; [ ] = dose if it differs, or a comment. Unless noted, calls come from the whole dose curve; as a rule, active = well fitted curve in the direction sought with a large enough effect; inconclusive = small, poorly fitted or top-dose-only effect, or another doubt; inactive = no such curve, though single readings can be large; an effect the other way counts as inactive or inconclusive.
# Below each compound – IL1B secr inh | MCF10A rereplic | HT1080NT lethal | S2 tox | KB-V1 MDR tox | SW480 rerep | HT1080 IDH1KD tx | KB-3-1 tox | ATXN2 expr inh
> CC(C)NC(=S)NNc1nc2ccccc2s1
 : 2.6 | 2.4% | -8.4% | i | 0.7% | -5.3% | -6.6% | 8.0% | 22.3%
> COc1ccc(C2=NN(c3ccccc3)C(c3cn(CCC(=O)O)nc3-c3ccccc3)C2)cc1 (stereo not drawn)
 : 0.0 | u | -2.5% | x | 1.5% | 4.4% | -24.0% | 6.3% | x
> O=[N+]([O-])c1ccccc1O[C@@H]1O[C@H](CO)[C@H](O)[C@H](O)[C@H]1O
 : 1.0 | 0.0% | 14.8% | i | 25.2% | 1.6% | 12.3% | 7.7% | -1.3%
> COc1ccc(C(=O)N2CCCCCC2)cc1OC1CCN(C(C)=O)CC1
 : -27.1 | 1.6% | 1.2% | i | 0.0% | -12.6% | 0.0% | -8.0% | 6.3%
> CCN1CCN(Cc2cc(=O)oc3cc4c(cc23)CCC4)CC1
 : -4.7 | 4.6% | -15.0% | i | 8.8% | -2.5% | -8.6% | 6.2% | -3.0%
> Nc1c(C(=O)CSc2nccn2-c2cccc(F)c2)c(=O)[nH]c(=O)n1C1CC1
 : 27.1 | -2.2% | -2.1% | u | 0.0% | -4.5% | 2.7% | 3.3% | x
> CCOc1ccccc1NC(=O)Cn1c(=O)n(CCCC(=O)NCCOC)c(=O)c2cc(OC)c(OC)cc21
 : x | x | x | i | 4.6% | x | x | -2.6% | -8.9%
> C=CCNC(=O)NC(=O)CSc1nc2cc([N+](=O)[O-])ccc2n1-c1cccc(C(F)(F)F)c1
 : 20.5 | u | -26.5% | i | 13.3% | -1.0% | -5.5% | 10.6% | -9.7%
> COc1ccc(NC(=O)c2oc3cc(C)c(C)cc3c2C)c(OC)c1
 : -11.4 | 5.4% | -4.5% | i | -27.8% | 1.1% | -2.2%[9.24 µM] | -9.5% | 9.0%
> CCc1cc(C=NC2CCCCC2)c(O)s1
 : -10.5 | -5.3% | 14.3% | i | u | 0.6% | -2.4% | 0.1% | 69.7%[activator]
> N#Cc1cccc(NC(=O)c2cc(C3CCCCN3C(=O)c3ccccn3)on2)c1 (stereo not drawn)
 : 26.5 | x | u | i | 6.3% | x | 0.8% | 0.0% | -12.5%
> Oc1c(-c2cc(-c3ccco3)[nH]n2)ccc2ccccc12
 : 11.3 | 12.8% | -26.5% | i | -26.0% | 1.4% | -23.7% | -23.1% | 117.8%[activator]
> Cc1nc2scc(C)n2c(=O)c1S(=O)(=O)NCC1CCN(Cc2ccc(Cl)cc2)CC1
 : -5.6 | 15.2% | -12.0% | i | -4.9% | 5.1% | -2.3% | -6.4% | -16.7%
> COC(=O)C1=CN(c2cccc(OCc3ccccc3)c2)C(N)=C(C#N)C1c1ccccc1 (stereo not drawn)
 : 8.1 | x | 3.4% | x | u | x | 0.8% | 19.1% | x
> Cc1cc(C)c(C(N)=O)c(NCCc2ccccc2)n1
 : -7.4 | 9.6% | 16.4% | i | 7.9% | -5.3% | 8.2% | 14.3% | -5.8%
> COc1ccccc1N(C)S(=O)(=O)c1ccc(Cl)c(C(=O)Nc2ccncc2)c1
 : 3.9 | -3.0% | -5.5% | i | -25.6% | u | -5.9% | -16.3% | 0.0%
> Cc1cccc(OCC(=O)Nc2ccc(S(=O)(=O)N(Cc3ccccc3)c3ccccc3)cc2)c1
 : x | x | x | i | -22.6% | x | x | 14.3% | -4.5%
> O=C(COC(=O)c1ccccc1O)NCc1ccc2c(c1)OCO2
 : 8.7 | -1.8% | 8.2% | i | 0.0% | -0.4% | 5.5% | 25.0% | -5.6%
> Cc1cccc(C(C)(C)C)c1OCCn1ccnc1
 : 13.3 | -0.1% | u | i | -23.0% | 0.1% | -19.9% | -15.1% | u
> C/C(=N/NC(=O)CNC(=O)COc1ccccc1)c1ccco1
 : 7.3 | -5.7% | u | i | -1.5% | -26.4% | 15.8% | 15.4% | -34.1%[11.3 µM]
> Cc1cc(C)c([C@@H]2C[C@H]3CN(C4CCCC4)C(=O)[C@]34CCCN24)c(-n2cccn2)c1
 : -20.6 | -0.7% | 8.5% | i | u | -12.7% | 20.0% | 2.5% | -10.1%
> Cc1ccc(OCC(O)CN2CCOCC2)cc1 (stereo not drawn)
 : 2.1 | -13.3% | 1.8% | u | 4.0% | 2.4% | 2.5% | -0.3% | x
> O=C(OCC#CCSc1nnc(-c2ccccc2)o1)c1ccco1
 : -6.0 | 4.0% | 12.7% | i | 10.7% | -1.4% | 10.1% | -0.4% | 7.3%
> O=C(CN1C(=O)c2cccc3cccc1c23)NCc1ccc2c(c1)OCO2
 : -5.2 | u | 8.2% | i | 7.0% | u | -3.2% | u | 1.4%
> C=CCn1c(CSCc2ccc(Cl)cc2)nnc1SCC(=O)NCc1ccccc1
 : 21.1 | u | 0.5% | u | 12.4% | -13.2% | 5.3% | -1.0% | 11.9%
> COC(=O)C1=C(C)NC(=O)C1(Nc1nccs1)C(F)(F)F (stereo not drawn)
 : 16.1 | -29.1% | 9.1% | i | 0.4% | -7.1% | 13.4% | 4.1% | -1.1%
> CCOC(=O)C(Cc1ccccc1)NC(=O)Cn1nnc(-c2ccccc2)n1 (stereo not drawn)
 : -8.4 | 10.1% | 7.4% | i | 0.1% | 4.2% | 3.5% | 17.5% | -1.6%
> O=C(COc1ccc(F)cc1)N(Cc1ccco1)C1CCS(=O)(=O)C1 (stereo not drawn)
 : 1.0 | -3.2% | 3.3% | i | 4.5% | -7.5% | 12.2% | 16.1% | -8.3%
> COc1ccc(S(=O)(=O)N2CCCCCC2)cc1C(=O)N(C)CCOc1ccc(Cl)cc1
 : u | u | u | u | -27.7% | -50.6%[inhibitor] | -29.6% | -4.7% | u
> CCCN1CCC(=O)N(CCOc2ccccc2)CC1
 : 22.7 | 13.5% | 4.3% | i | 60.2%&-20.9% | -10.4% | 13.3% | 1.7%&10.3% | 18.8%
> CCOC(=O)c1ccc(NC(=O)c2nn(CC)cc2Br)cc1
 : -20.3 | 20.8% | 2.2% | i | -8.3% | 1.2% | -17.2% | 0.0% | 29.1%
> COc1ccc(NC(=O)CSc2nc(-c3cccs3)cc(C(F)(F)F)n2)cc1OC
 : x | x | x | i | u | x | x | 9.2µM* | -22.8%
> Cc1onc(NC(=O)NC(=O)c2ccccc2F)c1Br
 : -19.1 | -4.3% | 28.7% | i | 1.6% | 0.1% | 20.3% | 22.6% | 22.2%
> COc1ccc(S(=O)(=O)NCC2CCCO2)cc1NC(=O)c1ccccc1F (stereo not drawn)
 : 10.0 | -2.5% | u | i | 5.1% | u | u | -1.5% | 1.5%
> CC1c2ccsc2CCN1S(=O)(=O)c1cccs1 (stereo not drawn)
 : 0.0 | 0.2% | 8.0% | i | 2.2% | -3.5% | 0.3% | -2.7% | x
> Cc1ccc(N2/C(=N/c3nc(C)cc(C)n3)NC(=O)CC2C(=O)O)cc1 (stereo not drawn)
 : 13.5 | 18.4µM* | 0.1% | i | 9.2% | 14.5% | -3.7% | -4.5% | 2.6%
> CC(=O)CC(=O)Nc1ccc2ccccc2c1
 : 28.4 | -2.1% | 6.0% | i | -6.2% | -16.3% | 2.5% | -0.7% | x
> COc1ccc(-n2c(SCC(=O)Nc3nccs3)nc3sc4c(c3c2=O)CCN(C)C4)cc1
 : 11.0 | 1.3% | -7.7% | i | 16.7% | -2.4% | -5.3% | -1.9% | -15.1%
> O=c1c2[nH]c3ccccc3c2ncn1Cc1ccco1
 : 3.4 | -2.0% | -4.1% | i | 0.4% | -35.5%[inhibitor] | -6.8% | 11.0% | 6.1%
> CC1(C(=O)OCC(=O)NCc2ccc(Cl)cc2)CC1(Cl)Cl (stereo not drawn)
 : 2.2 | u | 0.0% | i | x | -1.6% | 3.6% | x | 8.7%
> Cc1cc(NC(=O)/C=C/c2cccc(F)c2)n(-c2nc3ccccc3[nH]2)n1
 : -0.4 | 16.4µM* | -8.1% | i | u | u | -16.8% | u | 4.0%
> COc1ccc(CCNC(=O)CCc2c(C)nc3c(c(C)nn3-c3ccc(C)c(C)c3)c2C)cc1OC
 : x | x | x | i | -27.9% | x | x | 7.0% | 7.0%
> O=C(CSc1nc2ccc(Nc3nc(N4CCCC4)nc(N4CCCC4)n3)cc2s1)NCc1ccco1
 : 0.0 | 5.8µM* | -5.9% | u | 0.0% | -8.9% | -2.1% | -10.0% | -1.7%
> O=C(Nc1ccccc1C(=O)NC(Cc1ccccc1)C(=O)O)c1ccco1 (stereo not drawn)
 : -6.8 | -12.6% | -1.6% | i | -3.0% | -2.5% | 0.0% | 0.0% | x

# Molecules listed so far that contain a thiophene ring, fused or not (four):
# Below each compound – IL1B secr inh | MCF10A rereplic | HT1080NT lethal | S2 tox | KB-V1 MDR tox | SW480 rerep | HT1080 IDH1KD tx | KB-3-1 tox | ATXN2 expr inh
> CCc1cc(C=NC2CCCCC2)c(O)s1
 : -10.5 | -5.3% | 14.3% | i | u | 0.6% | -2.4% | 0.1% | 69.7%[activator]
> COc1ccc(NC(=O)CSc2nc(-c3cccs3)cc(C(F)(F)F)n2)cc1OC
 : x | x | x | i | u | x | x | 9.2µM* | -22.8%
> CC1c2ccsc2CCN1S(=O)(=O)c1cccs1 (stereo not drawn)
 : 0.0 | 0.2% | 8.0% | i | 2.2% | -3.5% | 0.3% | -2.7% | x
> COc1ccc(-n2c(SCC(=O)Nc3nccs3)nc3sc4c(c3c2=O)CCN(C)C4)cc1
 : 11.0 | 1.3% | -7.7% | i | 16.7% | -2.4% | -5.3% | -1.9% | -15.1%
